Bcl-xL primary: blocks human Bcl-xL binding to Bim BH3 peptide | Q07817 | GST-Bcl-xL / FITC-Bim BH3 peptide fluorescence polarization | inhibition, % at 10.9 µM | 0.7% of 320,000 active | AID 2129;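 active = inhibition above the mean of all tested compounds plus 3 SD, cutoff set per campaign, cut at about 30% in these data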;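 note: 0% = DMSO wells and 100% = unlabeled Bim-BH3 peptide competitor; inhibitors lower millipolarization by displacing the labeled peptide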
Target sequence (Q07817 whole entry, looked up): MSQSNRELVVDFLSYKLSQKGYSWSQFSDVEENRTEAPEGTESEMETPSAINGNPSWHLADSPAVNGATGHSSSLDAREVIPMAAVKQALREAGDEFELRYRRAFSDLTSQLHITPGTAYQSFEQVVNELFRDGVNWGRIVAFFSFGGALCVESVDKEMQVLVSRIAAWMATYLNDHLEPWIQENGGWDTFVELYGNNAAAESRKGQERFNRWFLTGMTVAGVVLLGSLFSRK
MCL1 BIM primary: disrupts human MCL1 binding to BIM-BH3 peptide; AID 2057; GST-MCL1 / FITC-Bim-BH3 fluorescence polarization; 0.68% of 320,000 active; inhibition, % at 10.9 µM;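 active = inhibition above the mean inhibition of all tested compounds plus 3 SD, set per campaign, cut at about 40% in these data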;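 note: 0% = DMSO wells and 100% = unlabeled Bim-BH3 peptide control; higher means more loss of mP so more displacement of Bim peptide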
Target sequence (Q07820 whole entry, looked up): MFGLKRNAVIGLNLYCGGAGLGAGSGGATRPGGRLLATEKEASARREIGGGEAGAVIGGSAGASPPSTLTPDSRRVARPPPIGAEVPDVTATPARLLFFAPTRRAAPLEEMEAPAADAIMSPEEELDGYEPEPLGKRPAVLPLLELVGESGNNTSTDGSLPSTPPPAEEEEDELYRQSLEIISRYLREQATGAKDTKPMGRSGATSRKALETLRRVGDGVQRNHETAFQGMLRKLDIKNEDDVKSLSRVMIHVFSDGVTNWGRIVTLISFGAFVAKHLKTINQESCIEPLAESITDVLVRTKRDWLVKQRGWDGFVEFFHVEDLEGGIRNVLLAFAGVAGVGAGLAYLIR
AGP1 TOR yeast: yeast TOR pathway AGP1-GFP modulation; GFP response vs DMSO, % at 10 µM; 0.02% of 320,000 active; AID 2066; S. cerevisiae AGP1-GFP multiplex flow cytometry, 3 h; GFP as percent of DMSO wells;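 active = GFP response relative to DMSO above a set limit, near screen average plus 3 SD, cut at about 150% in these data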;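 note: median GFP channel fluorescence of the gated AGP1 strain per well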
CIT2-GFP yeast: alters CIT2-GFP fluorescence in TOR pathway yeast screen; S. cerevisiae CIT2-GFP strain, flow cytometry, 3 h; 100 means same as DMSO wells; GFP response vs DMSO, % at 10 µM; 0.065% of 320,000 active;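 active = GFP response relative to DMSO above a set limit, near the screen mean plus 3 SD, cut at about 150% in these data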;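 note: ratio of well median GFP fluorescence to mean of DMSO wells on the plate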
GRK2 inh: blocks RNA aptamer binding to human GRK2; inhibition of aptamer binding, % at 10 µM; 0.59% of 330,000 active; P25098; bead flow cytometry, FAM-aptamer displacement from GRK2;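 active = inhibition of aptamer binding above 40%, roughly 3 SD of noise, on plates passing a quality check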;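 note: median bead fluorescence of bound FAM aptamer so fluorescent compounds give negative values; no value below 0 was filed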
Fam108B counter: Fam108B inhibition, counter-screen for RBBP9 inhibitors; recombinant Fam108B, FP-Rh probe fluorescence polarization; inhibition, % at 9.51 µM; 0.33% of 300,000 active; AID 1947;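 active = inhibition above the screen mean inhibition plus 3 SD, computed separately per campaign, cut at about 18% in these data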;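 note: inhibitors lower polarization as less probe binds the enzyme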
VLA-4 inh: inhibition in a human VLA-4 binding assay. P13612. VLA-4 expressing cells, ligand binding flow cytometry. inhibition, % (about 7 µM as worked out from the volumes in the protocol). 0.2% of 330,000 active. AID 2557; in the data active = inhibition above about 50%
MEX-5 binding: C. elegans MEX-5 TCR-2 RNA binding activity. Q9XUB2. MEX-5/FITC-TCR2 RNA binding, fluorescence polarization; hits give low values. activity score (negative = inhibition of binding), % at 10 µM. 0.38% of 300,000 active;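 active = inhibition past about -25% in most replicates, and total fluorescence under double the plate's negative control median, limit read from the data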;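 note: 0% = DMSO and -100% = 5 µM competing unlabeled TCR2 RNA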
Target sequence (Q9XUB2 whole entry, looked up): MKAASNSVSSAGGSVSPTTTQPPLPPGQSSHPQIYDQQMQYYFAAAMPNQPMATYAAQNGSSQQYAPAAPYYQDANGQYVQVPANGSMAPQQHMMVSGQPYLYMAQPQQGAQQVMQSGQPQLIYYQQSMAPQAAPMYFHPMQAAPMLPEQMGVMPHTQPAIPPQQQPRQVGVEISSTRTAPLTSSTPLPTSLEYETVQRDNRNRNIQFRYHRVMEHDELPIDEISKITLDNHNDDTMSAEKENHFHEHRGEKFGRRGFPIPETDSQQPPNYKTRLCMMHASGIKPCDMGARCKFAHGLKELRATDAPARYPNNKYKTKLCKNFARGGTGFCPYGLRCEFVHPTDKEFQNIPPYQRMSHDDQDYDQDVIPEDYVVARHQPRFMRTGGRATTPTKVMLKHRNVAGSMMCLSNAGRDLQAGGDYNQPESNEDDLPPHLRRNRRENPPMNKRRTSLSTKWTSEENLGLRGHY
GLD-1 TGE inh: GLD-1-TGE RNA interaction inhibition (C. elegans). purified GLD-1 + fluorescein TGE RNA, fluorescence polarization. inhibition, % at 5.96 µM. 0.44% of 320,000 active. AID 2280;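 active = percent inhibition above a per-plate cutoff, the plate mean of test compounds plus 3 SD, cut at about 30% in these data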;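 note: 0% = DMSO wells with GLD-1 and probe and 100% = wells lacking GLD-1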
Active calls of the source: *; nt = no result given.

SMILES	Bcl-xL primary	MCL1 BIM primary	AGP1 TOR yeast	CIT2-GFP yeast	GRK2 inh	Fam108B counter	VLA-4 inh	MEX-5 binding	GLD-1 TGE inh
Cc1cc(C)cc(NS(=O)(=O)c2ccc(NC(=S)NC(=O)c3ccc(Br)o3)cc2)c1	-8	-5	99	114	0	-33	-17	-6.0	-6
COc1ccc(S(=O)(=O)NCC2CCCN(C(=O)C3CCCC3)C2)cc1 (centres undefined)	0	1	86	89	1	-3	-3	0.7	-1
COc1ccc(NC(=O)c2ccc(Cl)cc2)c[n+]1[O-]	nt	nt	95	94	0	nt	6	1.5	nt
CCOc1ccc(-n2cnc3sc4c(c3c2=O)CCCC4)cc1	4	-1	104	94	1	-2	0	-1.2	0
COC(=O)c1ccc(C(=O)OC)c(NC(=O)c2cccnc2)c1	7	4	89	96	0	-4	11	0.0	-2
O=C(c1ccccc1)N(Cc1ccco1)C1CCS(=O)(=O)C1 (centres undefined)	0	0	102	95	4	1	34	0.3	5
Cc1cc(C)cc(NC(=S)N2CCN(c3ccccn3)CC2)c1	2	12	86	92	0	8	-5	-0.3	1
CCCCC(=O)NCCc1ccc(S(N)(=O)=O)cc1	4	8	97	99	6	0	-92	-0.8	-2
CCOc1cc(C(=O)OC(C)C(=O)Nc2ncc(Cl)cc2Cl)ccc1OCC(=O)N1CCOCC1 (centres undefined)	-2	-22	104	103	2	4	4	2.1	0
Cc1nn(CC(=O)NCCc2ccccc2)c(=O)c2ccccc12	3	-2	96	94	1	0	-4	-0.4	-3
CCN1C(=NCCOC)N[C@@H](CCc2ccccc2)[C@H](C(=O)OC)[C@H]1C	-4	-11	79	68	1	-1	0	-2.8	3
OCCN(CC(O)COc1ccccc1)CC(O)Cn1ccc2ccccc21 (centres undefined)	4	8	104	106	8	-3	7	-2.2	-2
Cc1ccsc1C(=O)N1CCCC(CCC(=O)N2CCN(c3ccccn3)CC2)C1 (centres undefined)	2	4	100	99	3	2	20	-0.3	-3
C=C(C)C(=O)Nc1cccc(C2=NOC3(C2)C[C@@H](C(N)=O)N(C(=O)CCCCC)C3)c1 (some centres undefined)	8	5	91	111	98*	-8	-3	-0.1	-5
COc1ccc(CN=C(C)c2c(C(F)(F)F)[nH]n(-c3nc4ccccc4s3)c2=O)cc1	8	1	104	102	0	-4	-5	0.0	4
CCCCOC(=O)c1ccc(NC(=O)CSCc2n[nH]c(=O)[nH]2)cc1	11	6	111	101	2	1	9	4.3	2
CN(CC(=O)Nc1ccccc1Br)C(=O)c1sccc1-c1ccccc1	2	-1	102	94	0	nt	41	nt	-2
COc1ccccc1OCC(=O)Nc1ccc2c(c1)OCCO2	-3	-4	98	102	2	2	-1	0.7	5
Nc1cccc(Oc2ccc3c(c2)C(=O)N(CC2CCCO2)C3=O)c1 (centres undefined)	1	0	101	109	0	2	-4	nt	4
Nc1nc(-c2ccc(Cl)cc2)cc(C(F)(F)F)n1	0	4	102	110	0	1	-1	-3.7	2
Cc1ccc2[nH]c(=O)c(CN3CCCCC3)c(-c3ccccc3)c2c1	13	4	88	nt	0	-1	1	-0.8	-19
O=C(Nc1nnc(C2CC2)o1)c1ccc(S(=O)(=O)N2CCCc3ccccc32)cc1	2	4	95	92	5	3	3	-1.6	-7
COc1cc(C)c(S(=O)(=O)N2CCOCC2)c(C)c1C	0	-5	104	99	11	9	-5	1.6	-4
Cn1ccc(NC(=O)Nc2ccc(Cl)cc2)n1	3	0	100	96	0	0	38	1.3	4
C[C@H](NC(=O)N1CCn2c1nc1ccccc12)C(=O)NCc1ccc(F)cc1	-2	-5	96	95	0	1	27	-0.3	4
Brc1ccc(-c2nnc(-c3cccnc3)c3conc23)cc1	4	0	88	89	2	2	-5	2.4	-7
CCCN1CCC(NC(=O)C2CCN(C(C)=O)CC2)CC1	13	17	96	103	0	-3	8	-0.9	9
CC1=NNC(=O)C1CCC(=O)N/N=C(\C)c1ccccc1 (centres undefined)	3	1	106	102	0	0	9	-1.7	-2
N#Cc1ccc(N2CCOCC2)c([N+](=O)[O-])c1	4	8	99	96	2	-2	19	-0.4	1
CCOC(=O)/C(C#N)=C/c1ccc(N2CCCCC2)cc1	-9	-39	93	101	0	1	11	-23	-75
CCCOc1ccc(C(=O)NNC(=S)NC(=O)c2ccccc2)cc1	-4	2	113	100	0	0	29	1.1	-1
CC1CCCN(C(=O)c2cc(-c3cccs3)nc3ccccc23)C1 (centres undefined)	nt	nt	101	104	12	nt	15	nt	-1
Cc1nc(-c2ccccc2)sc1-c1n[nH]c(=S)n1C	-19	-15	96	87	2	2	27	1.3	5
Cc1ccccc1CN1CCSc2sccc2C1=O	7	9	88	83	1	-4	-7	-0.2	3
COc1ccc(N(C(=O)Cn2nnc(-c3ccccc3F)n2)C(C(=O)NCC2CCCO2)c2ccc(Cl)cc2)cc1 (centres undefined)	3	-3	90	94	0	2	5	3.4	1
C/C(CC(O)(/C=N/O)c1ccccc1)=N\O (centres undefined)	3	7	101	100	1	0	-5	2.8	-5
COc1ccc(-n2c3c(cc(C(=O)Nc4cccc(C)n4)c2=O)C(=O)CC(C)(C)C3)cc1	-1	-6	105	103	1	-3	-3	nt	7
CCOC(=O)C(C#N)c1ccccn1 (centres undefined)	-6	-4	97	101	0	0	2	-1.5	-1
O=C(COC(=O)c1ccco1)NCc1ccc(F)cc1	2	2	104	108	0	3	16	1.4	-3
O=[N+]([O-])c1ccc(NC(=S)NCc2ccc(F)cc2)cc1	6	2	104	105	0	-9	7	-1.1	7
COc1cc(C)c(N(C(C)=O)c2ccccc2)c(C)c1	9	7	106	103	0	-2	1	0.5	7
CC(c1ccccc1)c1nnc(NC(=O)Nc2ccccc2)s1 (centres undefined)	5	-2	104	102	6	-10	6	-1.2	-2
CCC(C(=O)Nc1ccccn1)c1ccccc1 (centres undefined)	-5	0	97	98	0	1	-8	3.8	-4
O=C(Nc1nnc(-c2ccco2)o1)c1ccc(S(=O)(=O)N2CCCC2)cc1	3	4	96	97	0	-1	-4	-0.5	-7
COc1ccc(-n2cnc3cc(NC(=O)c4ccco4)ccc32)cc1	6	7	98	99	2	1	4	0.0	-3
COc1ccc(-c2nnc3sc(CCN4C(=O)c5ccccc5C4=O)nn23)cc1	-1	2	93	91	0	-1	-4	0.0	1
O=C(NC1CCCCC1)c1ccccc1NC(=O)C1CC1	2	1	103	94	2	1	22	-1.0	6
Cc1ccc(S(=O)(=O)Cc2ccc(C(=O)N3CCc4ccccc4C3)o2)cc1	6	21	101	95	17	3	4	-1.9	1
CC(C(=O)NCC1CCCO1)n1cc([N+](=O)[O-])cn1 (centres undefined)	5	0	107	96	0	-2	15	0.0	-1
COc1ccc2c(N)c(C(=O)NN)[nH]c2c1	4	3	112	99	2	1	-10	-1.2	2

Continued, starting with the last 5 of the part before.
SMILES	Bcl-xL primary	MCL1 BIM primary	AGP1 TOR yeast	CIT2-GFP yeast	GRK2 inh	Fam108B counter	VLA-4 inh	MEX-5 binding	GLD-1 TGE inh
COc1ccc(-c2nnc3sc(CCN4C(=O)c5ccccc5C4=O)nn23)cc1	-1	2	93	91	0	-1	-4	0.0	1
O=C(NC1CCCCC1)c1ccccc1NC(=O)C1CC1	2	1	103	94	2	1	22	-1.0	6
Cc1ccc(S(=O)(=O)Cc2ccc(C(=O)N3CCc4ccccc4C3)o2)cc1	6	21	101	95	17	3	4	-1.9	1
CC(C(=O)NCC1CCCO1)n1cc([N+](=O)[O-])cn1 (centres undefined)	5	0	107	96	0	-2	15	0.0	-1
COc1ccc2c(N)c(C(=O)NN)[nH]c2c1	4	3	112	99	2	1	-10	-1.2	2
COc1cccc(NC(=O)CSc2nc(C3CC3)nc3ccccc23)c1	2	-2	92	96	1	1	-2	3.0	-4
CCN(CC(=O)Nc1ccccc1C(F)(F)F)C(=O)C1CCN(C(=O)Nc2ccccc2)CC1	7	2	95	93	4	nt	-11	nt	2
O=S(=O)(NC1c2cccc3cccc(c23)C1Sc1ncccn1)c1ccccc1 (centres undefined)	0	6	92	88	0	-12	4	0.8	10
Cc1cccn2c(=O)c3cc(C(=O)NCC4CCCO4)c(=N)n(Cc4ccc(F)cc4)c3nc12 (centres undefined)	0	-4	96	96	2	-2	10	-0.6	-7
Cc1cc([N+](=O)[O-])nn1Cc1noc(C(=O)NCc2ccc3c(c2)OCO3)n1	0	-2	106	111	1	0	13	-2.5	7
Cc1cc(C)cc(NC(=S)N(CCN(C)C)C(C)c2cccnc2)c1 (centres undefined)	4	5	96	94	1	-4	3	0.3	-3
COc1ccc(CCNC(=O)COC(=O)Cn2cnc3ccccc3c2=O)cc1	6	-5	110	109	0	5	1	-2.1	7
Cc1ccc(CNS(=O)(=O)c2ccc3c(c2)NC(=O)C(C)S3)cc1 (centres undefined)	-2	-2	107	98	1	0	-14	0.5	-9
COc1cccc(NC(=O)CN(C)C(=O)c2cccc(S(=O)(=O)N3CC4(C)CC3CC(C)(C)C4)c2)c1 (centres undefined)	nt	nt	94	92	0	nt	7	nt	1
COc1cc(/C=C/C(=O)/C=C(O)/C=C/c2ccc(O)c(OC)c2)ccc1O	4	-33	83	100	9	nt	0	nt	-124
CCCC(=O)Nc1ccc(C(=O)Nc2ccc([N+](=O)[O-])cc2OC)cc1	16	13	90	97	0	1	-2	-0.5	7
Cc1[nH]c2ccccc2c1SCCNC(=O)c1ccc(S(=O)(=O)N2CCCC2)cc1	2	-3	104	101	0	7	9	-0.3	-4
CCN1CCN(S(=O)(=O)c2cc(OC)c(Cl)cc2OC)CC1	3	2	105	98	0	-4	-1	0.1	-6
CC/C(=C\C(=O)c1ccncc1)Nc1ccc(Br)cc1	0	-7	92	108	0	1	12	1.1	-2
NS(=O)(=O)c1ccc(N=NN2CCCCC2)cc1	6	9	100	95	2	-1	8	-3.1	2
Cc1ccc(C(=O)NCCN2C3=NC[C@H](C(C)C)N3C[C@H]2Cc2ccc(O)cc2)cc1Br	8	7	83	72	0	-1	0	-0.1	1
O=[N+]([O-])c1ccc(Cl)c(S(=O)(=O)Nc2cccc(-c3ccc(N4CCCC4)nn3)c2)c1	15	10	111	93	2	5	1	2.3	3
COc1ccc(NC(=O)N(C)C[C@H]2Oc3c(NS(=O)(=O)c4cn(C)cn4)cccc3C(=O)N([C@H](C)CO)C[C@@H]2C)cc1	nt	nt	102	94	1	nt	43	nt	-1
O=C(Nc1cccc(F)c1)C1CC(=O)N(c2ccc(Cl)cc2)C1 (centres undefined)	2	0	nt	96	2	1	-10	0.1	0
Nc1c2nc(-c3ccccc3Cl)[nH]c(=O)c2nc(=O)n1-c1ccccc1	4	7	100	101	0	2	5	-0.5	-3
COc1ccc(C(=O)N/N=C/c2ccc(OC)c(CSc3ccccn3)c2)cc1	1	7	103	107	7	-15	7	2.0	-3
COc1ccc(/C=N/N2CCN(C)CC2)cc1O	12	11	111	121	2	-3	7	-1.6	0
O=C(O)c1ccccc1C(=O)Nc1ccc(-n2nccc2C(F)(F)F)cc1	4	3	99	94	1	-2	9	-3.0	7
Cc1ccc(C)c(N2CCN(C(=O)Cn3c(=O)[nH]c4ccsc4c3=O)CC2)c1	-3	-3	99	95	2	-1	-5	2.5	-4
O=C1OC(c2ccccc2)=N/C1=C\C=C\c1ccccc1[N+](=O)[O-]	3	-1	99	93	1	0	-7	-0.4	4
Cc1ccc(C)c(N2CCN(C(=O)Nc3ccc4c(c3)N(C)C(=O)CS4)CC2)c1	4	8	99	94	3	1	-4	-1.5	5
